Screening results from PubChem BioAssay.
mcGAS MS inh = inhibitors of mouse cGAS. recombinant mouse cGAS, cGAMP by RapidFire MS. inhibition, % at 12.5 µM. Q8C6L5. actives 0.18% (n = 130,000). AID 1259397;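 active means inhibition of cGAS enzyme activity at or above 60%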;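 further: enzyme stimulated by 45 bp dsDNA with ATP and GTP substrates; cGAMP share of summed cGAMP plus half ATP and half GTP signals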
Target sequence (Q8C6L5 whole entry, looked up): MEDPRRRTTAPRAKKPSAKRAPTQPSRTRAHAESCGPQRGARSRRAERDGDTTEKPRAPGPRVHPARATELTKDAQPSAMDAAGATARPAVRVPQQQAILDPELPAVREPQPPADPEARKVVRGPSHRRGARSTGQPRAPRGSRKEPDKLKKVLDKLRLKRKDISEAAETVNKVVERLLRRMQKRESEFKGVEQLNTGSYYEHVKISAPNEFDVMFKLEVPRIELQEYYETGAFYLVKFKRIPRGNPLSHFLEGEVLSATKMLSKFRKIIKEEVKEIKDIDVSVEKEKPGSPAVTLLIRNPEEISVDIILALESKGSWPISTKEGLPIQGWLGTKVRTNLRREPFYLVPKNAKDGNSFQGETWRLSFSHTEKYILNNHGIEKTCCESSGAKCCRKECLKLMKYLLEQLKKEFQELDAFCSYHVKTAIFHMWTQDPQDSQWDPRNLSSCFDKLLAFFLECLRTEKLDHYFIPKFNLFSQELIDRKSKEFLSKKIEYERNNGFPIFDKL
Numbers without * were called inactive; & = joins results of further samples.

nr | SMILES | mcGAS MS inh
1 | CN(C)CCC1CCCCN1Cc1ccc(F)c(C(F)(F)F)c1 (centres undefined) | -34.3
2 | O=C(OC1OCCOC1OC(=O)c1ccccc1F)c1ccccc1F (centres undefined) | -10.5
3 | O=C(CC12CC3CC(CC(C3)C1)C2)NNC(=O)C1CC1 | -12.1
4 | Cc1ncccc1Oc1ncnc(N2CCC3(CCCO3)CC2)c1C | -2.4
5 | O=C(Nc1ccc(Oc2ccccc2F)cc1)C1CCN(CC2CCOC2)CC1 (centres undefined) | -3.1&5.8
6 | COc1ccc(N2C=C[C@H](c3ccccc3)[C@@H](C(=O)c3ccccc3)S2(=O)=O)cc1 | -32.1
7 | Cc1cc2c(n1-c1cccc(C(F)(F)F)c1)CCCC2=O | -4.2
8 | COc1ccc(CCNC(=O)c2c(-c3ccccc3Cl)noc2C)cc1 | 0.3
9 | CC(C)(C)n1nc(C(=O)Nc2nc(C3CC3)cs2)cc1C1CC1 | -11.2
10 | Cc1ccc(Cn2c(=O)c3c(nc4n3CCN4c3ccc(C)c(C)c3)n(C)c2=O)cc1 | -9.4
11 | COCCN1C(=O)COCc2ccc(-c3cccc(O)c3)cc21 | -10.6
12 | CCC1COCCN1C(=O)NCc1nccn1CCc1ccccc1 (centres undefined) | -12.6
13 | COc1cc2c(cc1O)C(c1cnc(-c3cccc(C)c3)nc1)CC(=O)N2 (centres undefined) | -19.6
14 | Cc1nc(Nc2ccc(NC(=O)Nc3ccc(Cl)cc3)cc2)cc(OC(C)C)n1 | -0.4
15 | O=C(O)c1cn([C@H]2CCC[C@@H]2O)nn1 | -7.4&12.1
16 | COc1ccc(Br)c(C(=O)Nc2cc(C(=O)N3CCOCC3)ccc2N2CC3CC(C2)c2cccc(=O)n2C3)c1 (centres undefined) | -5.3
17 | CCCCC(=O)Nc1ccc(NC(=O)CC2C=CS(=O)(=O)C2)cc1 (centres undefined) | -14.9
18 | Nc1ccccc1P(=O)(c1ccccc1)c1ccccc1 | 53.8
19 | CCOC(=O)c1cc2c(=O)n3cccc(C)c3nc2n(CCCOC(C)C)c1=NC(C)=O | -12.9
20 | COc1ccc(CN(C)C(=O)c2ccc(OCC3CCCO3)cc2)cc1F (centres undefined) | -3.9
21 | CCn1nc(C)c(NC(=O)CN2CCCC2c2cc(C(C)C)on2)c1C (centres undefined) | -14.4
22 | Cc1nn(CC(C)C)c2sc(C(=O)NCC3CC3)cc12 | -15.1
23 | Cc1cc2c(cc1C(=O)N1CCC(Cc3cccc(C(N)=O)c3)C1)OCCO2 (centres undefined) | -27.7
24 | O=C(CNC(=O)c1ccccc1)NCCN1C(=O)SC(=Cc2ccccc2Cl)C1=O | 12.5
25 | CN1CCCn2nc(C(=O)NCc3ccccc3Cn3cccn3)cc2C1 | -16.9
26 | Cc1cn2c3c(=O)n(Cc4ccc(Br)cc4)c(=O)n(C)c3nc2n1CCCO | -5.7
27 | O=C(/C=C/c1ccccc1)O[C@H]1C[C@@H](O)[C@]2(O)C=CO[C@@H](O[C@@H]3O[C@H](CO)[C@@H](O)[C@H](O)[C@H]3O)[C@H]12 | -6.3
28 | O=C(Nc1ccc2c(c1)OCO2)N1CCCCC1CCn1cccn1 (centres undefined) | -23.6
29 | COc1ccc(Cn2c(C(C)C)nc3c(c(=O)c4ccccc4n3C)c2=O)cc1 | -5.2
30 | OC1CN(CN2CCOCC2)c2nnc(-c3cnccn3)n2C1 (centres undefined) | -6.5
31 | CCOC(=O)Cc1n[nH]c(=S)n1C | -37.9
32 | OCc1ccc(-c2nccn2Cc2ccccc2-n2ccnc2)o1 | -31.8
33 | CC(=O)Nc1ncccc1OCc1cccc(Cl)c1 | 1.9
34 | COCCNC(=O)C1CCCN(C2CCN(C(=O)/C=C/c3ccccc3)CC2)C1 (centres undefined) | -3.9
35 | CCN(CC)CCNC(=O)[C@H]1Cc2c([nH]c3ccccc23)CN1 | 4.0
36 | Cn1c(CCC(=O)NCCC2=CCCCC2)nc2cc(S(=O)(=O)N3CCCCC3)ccc21 | 14.6
37 | CCOc1ccc(NC(=O)c2sccc2S(C)(=O)=O)cc1C | -5.2
38 | Cc1n[nH]c(C)c1S(=O)(=O)NNc1ccc(C(F)(F)F)cn1 | 2.3
39 | CCNCC(=O)NC(C)(C)C | -17.4
40 | CCOC(=O)N1CCN(C(=O)COc2ccc(Cl)cc2Br)CC1 | -3.2

Reprinted from the part before: 3 entries, followed by the next part.
nr | SMILES | mcGAS MS inh
38 | Cc1n[nH]c(C)c1S(=O)(=O)NNc1ccc(C(F)(F)F)cn1 | 2.3
39 | CCNCC(=O)NC(C)(C)C | -17.4
40 | CCOC(=O)N1CCN(C(=O)COc2ccc(Cl)cc2Br)CC1 | -3.2
41 | Cc1ccc(C=Nc2c(F)c(F)c(F)c(F)c2F)s1 | -6.6
42 | Cc1cccc(C2CCCN2CCCOC(=O)NC(N)=O)c1 (centres undefined) | 0.4
43 | O=C(c1ccccc1OC1CCN(C2CCSCC2)CC1)N1CCCCC1 | -4.9
44 | COc1ccc(COC(=O)c2ccc3c(c2)OCO3)cc1F | 13.3
45 | Cc1cc(OCC(=O)NNC(=O)c2ccc(=O)[nH]c2)ccc1Cl | 7.0
46 | Cc1cnc2n(c1=O)C(CC(=O)NCCCOC(C)C)CS2 (centres undefined) | -5.9
47 | C=CCC1(CC=C)CCCN1C(=O)c1oc(CC)nc1C | -10.9
48 | Oc1cccnc1NC(c1ccc(Cl)cc1)c1ccc2cccnc2c1O (centres undefined) | 5.1
49 | O=C(Nc1cccnc1)c1cnc(N2CCN(Cc3ccccc3)C2=O)s1 | -9.2
50 | CCc1nn2c(ncc3c(=O)n(-c4nc(SC)n[nH]4)ccc32)c1-c1ccc(Cl)cc1 | -3.6
51 | Cc1ccc(CN(CCN(C)C)C(=O)c2c[nH]c(=O)cn2)s1 | -15.8
52 | CCc1[nH]c2c(CNCc3nc4ccccc4[nH]3)cc(F)cc2c1C | -6.0
53 | C#CCN1CCCCC1C(=O)NNc1nc(-c2cccnc2)nc(C)c1C (centres undefined) | -2.8
54 | Cc1csc(C(C#N)C(=O)Nc2ccccc2)n1 (centres undefined) | -9.3
55 | Cc1ocnc1C(=O)N1CCCN(CC2CC2)C(C(C)C)C1 (centres undefined) | 4.5
56 | COc1cc(C2=NC(=Cc3cnn(Cc4ccccc4Cl)c3)C(=O)O2)ccc1OC(F)F | 2.3
57 | NC(=O)c1ccccc1-c1ccc2c(c1)OCO2 | -3.6
58 | C#Cc1cccc(NC(=O)N(C)Cc2ccc(O)cc2)c1 | -28.8
59 | COCCN=c1scc(-c2ccc(Br)cc2)n1N=Cc1ccc(F)cc1 | -9.4
60 | CCN(Cc1ccccc1Cl)S(=O)(=O)N1CCC(C(N)=O)CC1 | -0.7
61 | CC(=O)N1CCC(N2CCN(c3ccncc3F)CC2)CC1 | 62.0*
62 | CCN(Cc1ccccc1)C(=O)c1sc2nc3n(c(=O)c2c1C)CCCCC3 | -13.3
63 | CN(C(=O)c1ccc(NC(=O)c2ccccc2)cc1)c1ccnn1C | -1.2
64 | COc1ccc2c(c1)CC(NCc1cncn1CC(C)C)CC2 (centres undefined) | -7.8
65 | COc1cccc(N2CCCn3c2nc2c3c(=O)n(CC(C)=O)c(=O)n2C)c1 | -5.2
66 | O=C(NCc1cccnc1-n1cnc2ccccc21)C1CCC1 | -4.2
67 | CNc1ncc(-c2ccc(CO)cc2)c(-c2ccc(C)cc2)n1 | -22.0
68 | COC(=O)c1cc(CNC(=O)CCn2cncn2)ccc1OC | -12.7
69 | COc1cccc(CN2CC(C(=O)NCCOc3ccccc3F)CCC2=O)c1 (centres undefined) | 8.2
70 | O=C(Cc1ccccc1O)N1CCSCC1c1ccc(Cl)cc1 (centres undefined) | -9.3&-8.6
71 | CCC(CC)C(=O)Nc1c(C)nc2c(C)cccn2c1=O | 3.8
72 | CC1(C)C2CCC1(C)C(NC(=O)Cn1ccc(=O)c3ccccc31)C2 (centres undefined) | -2.5
73 | CC(C)c1ccc(C(=O)NCC2(O)CCCNCC2)c(=O)n1C (centres undefined) | -11.2
74 | COc1ccc(-c2ccc(=O)n(CCCNC(=O)Nc3ccc4c(c3)OCO4)n2)cc1 | 7.3
75 | Cc1cc(NC(=O)NCCc2nc(-c3ccccc3)oc2C)n(C)n1 | -6.9
76 | O=C(CN1CSCC1=O)Nc1ccccc1N1CCc2ccccc21 | -6.8
77 | Cc1cc(C)c(CN2CCCC2Cn2cccn2)c(C)c1CO (centres undefined) | -6.2
78 | COC(=O)c1c(Cl)ncn1-c1ccccc1 | -3.2
79 | CC(C)Cn1c(=O)[nH]c(=O)c2c(=S)nc(CC3CC4CCC3C4)[nH]c21 (centres undefined) | -4.8
80 | O=C(CSc1nnc(-c2ccc3c(c2)OCCO3)c(=O)[nH]1)Nc1c(F)cccc1F | 9.2
81 | COC(=O)c1ccc(NC(=O)CSc2ccc(-c3sc(-c4cccnc4)nc3C)nn2)cc1 | -4.1
82 | O=C(NC1CCCC1)C1CCN(S(=O)(=O)N2CCCCC2)CC1 | -5.4
83 | Cc1cccc(NC(=O)NC(=O)CN2CCCC2c2ccc3c(c2)OCCCO3)c1C (centres undefined) | 20.9
84 | Cc1ccc(-c2cc(C(=O)N3CCN(CC(N)=O)CC3)on2)cc1 | -14.1
85 | COC(=O)c1ccc(OCC(=O)NC(C)c2ccco2)cc1 (centres undefined) | -16.6
86 | CCn1c(CC2CCN(Cc3nc4ccccc4n3C)CC2)nn(C)c1=O | 6.8
87 | COc1ccc(S(=O)(=O)NC(=O)C2(C)CCN2C(=O)c2ccccc2CCc2ccccc2)cc1 (centres undefined) | 2.7
88 | O=C1CSC(c2ccccc2)N1O (centres undefined) | 1.6
89 | CC1(C(=O)NS(=O)(=O)c2cccc(F)c2)CCN1C(=O)Cc1cc(F)ccc1F (centres undefined) | -9.1
90 | c1cn(-c2ccc(-c3nccn3CCCc3nn[nH]n3)cc2)cn1 | -33.9

The listing continues.
nr | SMILES | mcGAS MS inh
91 | CCN(Cc1noc(CC(C)C)n1)C(=O)c1cn2c(n1)CNCC2 | -26.7
92 | CN1C(=O)C(CCC(=O)N2CCCOCC2)(Cc2ccccc2)c2ccccc21 (centres undefined) | -4.1
93 | CN(C)CC1(O)CCCN(C(=O)c2ccc(C(F)(F)F)[nH]c2=O)C1 (centres undefined) | -9.3
94 | O=C(NC1(c2ccc(Cl)cc2)CCCC1)C1CCOCC1 | -11.8&-3.5
95 | CCOC(=O)C1(NCc2occc2C(=O)OC)Cc2ccccc2C1 | -10.3
96 | O=C(c1cncc(Oc2ccccc2CN2CCOCC2)n1)N1CCCC1 | -9.2
97 | CC(CC(F)(F)F)NC1CCN(S(=O)(=O)c2ccccc2)CC1 (centres undefined) | -14.3
98 | O=c1c2ccccc2cnn1CCNC1CSCCSC1 | -12.4
99 | CCOC(=O)Nc1snc(C)c1C(C)=O | -3.3
100 | CC(C)Nc1nn(CN2CCN(Cc3ccncc3)CC2)c(=S)s1 | 0.7
101 | COc1cccc(CCNS(=O)(=O)c2ccc(N3CCCC3=O)cc2)c1 | 8.8
102 | CCc1ccccc1NC(=O)CN1CCN(C(C)C(=O)Nc2ccc(C#N)cc2)CC1 (centres undefined) | 1.2
103 | O=C(OCCc1cn[nH]n1)C1CC2CCC1C2 (centres undefined) | -16.3&-6.4
104 | O=C1CC(c2cnc(-c3ccco3)nc2)c2cnn(Cc3cccnc3)c2N1 (centres undefined) | -9.6
105 | Cc1[nH]cnc1CSCCOC(c1ccccc1)c1ccccc1 | -6.7
106 | Cc1cc(=S)nc(C(C)C)[nH]1 | -14.1
107 | Cc1nn(C)c(C)c1CC(=O)N1CCN(CC2CC2)c2ccccc21 | -0.7
108 | COc1ccc2oc(=O)c(-c3nnc(Nc4ccc(Oc5ccc(Cl)c6ccccc56)c(Cl)c4)s3)cc2c1 | -3.0
109 | Nc1cc(Cl)ccc1-c1nc(C2CC2)no1 | 5.5
110 | Cc1cc(C)cc(C(=O)N(C)Cc2nc3ccccc3c(=O)[nH]2)c1 | -2.1
111 | Cc1csc(=O)n1CC(=O)NCCCCOc1ccc(Cl)cc1 | -3.9
112 | CCOC(=O)Cn1nc(C)c(C)c(C#N)c1=O | -7.0
113 | COc1ccccc1Oc1ncccc1CNC(=O)C1CC=CCC1 (centres undefined) | -7.0
114 | CCCSc1nc2c(c(=O)[nH]1)C(c1cccc(F)c1)C(C(=O)OC(C)C)C(C)=N2 (centres undefined) | -1.6
115 | O=C(NC1CC1)C1CC(=O)N(C2CCCCCCC2)C1 (centres undefined) | -3.2
116 | O=C(NCCc1c[nH]c2ccccc12)NC1CCCC1 | -2.3
117 | Cc1ccc(C)c(NC(=O)c2c(-c3ccccc3Cl)noc2C)c1 | 5.0
118 | O=S(=O)(c1cc2ccccc2o1)N1CCCn2cncc2C1 | -8.5
119 | Cc1occc1C(=O)N1C[C@H]2OC(=O)N(CCc3cccc(Cl)c3)[C@H]2C1 | -20.6
120 | CC(C)CCN1C(=O)C(C)(C)COc2ccc(NC(=O)c3ccccc3F)cc21 | 2.5
121 | CCCCS(=O)(=O)N1CCCC1c1nc2cc(-c3ccccc3C)ccc2o1 (centres undefined) | -3.5
122 | CCOC(=O)CNc1c(-c2ccc(O)cc2)nc2ccc(Br)cn12 | -5.1
123 | Cc1cccc(C(C(=O)NCc2cnc(C)cn2)N(C)C)c1 (centres undefined) | -21.9
124 | CNS(=O)(=O)c1cc(-c2ccc(NC3CCCCC3)nn2)ccc1C | 5.8
125 | Cc1cn2cc(CNC(=O)c3ccc(C4CCCO4)s3)nc2s1 (centres undefined) | -24.9&3.2
126 | COCc1nc2n(n1)CC(Nc1ccc(Br)cn1)CC2 (centres undefined) | -18.1&-5.2
127 | C=C(Br)CN(C)CC1CCS(=O)(=O)C1 (centres undefined) | -10.7
128 | Cc1csc(NC(=O)c2cccc(CN3CC[C@H](O)C3)c2)n1 | -5.4
129 | Oc1ccc(C2=Nn3c(nnc3-c3ccc(Br)cc3)SC2)cc1O | -8.8
130 | Cc1nn(C)cc1C(=O)N(C)Cc1ccccc1 | -0.8
131 | CC(=O)Nc1cc(C)c(C)c(C)c1 | -23.1
132 | CCOc1ccc(NC(=O)CSc2nnc(NC(=O)c3c(F)cccc3Cl)s2)cc1 | 0.1
133 | CC(C)Cn1cncc1CNC(=O)c1cnn2ccn(C)c12 | -13.7
134 | COc1ccc(-c2nccn2CCc2nc(-c3ccccn3)no2)cc1O | -14.5

This is a subset (hit frequency here may not be typical).
